Screens from PubChem BioAssay.
HepG2 tox: HepG2 cytotoxicity, counter-screen for TGF-b inhibitors. HepG2 CAGA-GFP viability, ATP luminescence, 18 h. Potency, µM (titrated, usually from 46.1 µM), for the others: at the top dose activity change, negative = cytotoxicity, most hits filed as cytotoxic. 410,000 tested, 0.76% active. AID 588856; further: some results filed as inactive show a strong effect at the top dose
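CellTiter-Glo luminescence gave cytotoxicity after 18 hours at 37 degrees C. The cells were HepG2 CAGA-GFP in 1% FBS DMEM, stimulated with 500 pg/mL TGF-beta after compound addition. %Activity was normalised to no-cell wells (complete cell-killing) and DMSO (no toxicity), and curves were fitted and classified.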
Nrf2 block: Nrf2 pathway inhibition | Potency, µM (titrated, usually from 46 µM), for the others: at the top dose activity change, negative = inhibition, hits mostly inhibitors | 360,000 tested, 2.1% active | A549 ARE-Fluc reporter, luciferase luminescence, 18-24 h | AID 504444; further: on the % scale 0 is the no-effect control and ±100 the full control effect; nearly all actives have a fitted effect of over 60% in size
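A549 ARE_Fluc cells (5000/well, 5% FBS OPTI-MEM) pre-incubated 2 h, then treated with compounds 18-24 h at 37C/5% CO2 in concentration-response. CellTiter-Fluor viability read first; BugLite luciferase luminescence after 15 min at room temperature gives Nrf2 activity.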
EPAC2 antagonist: antagonists of human EPAC2 | 360,000 tested, 0.18% active | Potency, µM (top dose mostly 114 µM), inactives show at the top dose activity, negative = inhibition, actives largely listed as inhibitors | Q8WZA2 | EPAC2 GEF exchange of Rap1B-BODIPY-GDP, fluorescence; further: on the % scale 0 is the no-effect control and ±100 the full control effect; nearly all actives have a fitted effect of over 45% in size; many of its hits are not listed in these tables
Target sequence (Q8WZA2 whole entry, looked up): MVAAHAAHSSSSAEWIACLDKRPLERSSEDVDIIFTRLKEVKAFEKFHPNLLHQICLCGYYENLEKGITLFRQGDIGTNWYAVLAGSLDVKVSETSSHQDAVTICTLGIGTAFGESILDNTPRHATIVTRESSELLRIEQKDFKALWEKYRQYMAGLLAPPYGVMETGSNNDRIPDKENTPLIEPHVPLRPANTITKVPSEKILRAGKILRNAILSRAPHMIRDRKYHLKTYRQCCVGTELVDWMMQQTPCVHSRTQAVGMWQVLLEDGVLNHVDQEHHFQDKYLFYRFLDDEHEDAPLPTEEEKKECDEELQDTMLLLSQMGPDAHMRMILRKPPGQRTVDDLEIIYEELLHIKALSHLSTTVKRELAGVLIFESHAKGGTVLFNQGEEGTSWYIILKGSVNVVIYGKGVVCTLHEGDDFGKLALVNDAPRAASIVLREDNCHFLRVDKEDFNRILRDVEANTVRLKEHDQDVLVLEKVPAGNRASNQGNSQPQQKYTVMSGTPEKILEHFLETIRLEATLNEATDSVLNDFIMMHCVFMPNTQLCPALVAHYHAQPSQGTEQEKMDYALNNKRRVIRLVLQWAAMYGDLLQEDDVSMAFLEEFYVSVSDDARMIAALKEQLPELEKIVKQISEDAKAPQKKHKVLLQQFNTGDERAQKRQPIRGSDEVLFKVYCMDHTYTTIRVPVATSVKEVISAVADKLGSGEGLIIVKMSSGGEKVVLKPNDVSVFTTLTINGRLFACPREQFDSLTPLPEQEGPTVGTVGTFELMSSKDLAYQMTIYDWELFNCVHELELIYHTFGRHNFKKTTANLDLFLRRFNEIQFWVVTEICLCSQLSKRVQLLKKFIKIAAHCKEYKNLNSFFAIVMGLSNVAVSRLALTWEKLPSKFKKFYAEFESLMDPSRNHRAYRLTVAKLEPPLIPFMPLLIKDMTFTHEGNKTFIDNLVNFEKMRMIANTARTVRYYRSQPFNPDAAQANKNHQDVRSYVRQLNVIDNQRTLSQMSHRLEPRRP
S2 tox: reduces viability in counter-screen for ATXN expression inhibitors. S2 cells (HEK-293 line with an ATXN2-luciferase reporter) viability, CellTiter-Fluor protease fluorescence, 24 h. 400,000 tested, 0.49% active. Potency, µM (series often up to 56.7 µM), usual class: cytotoxic. AID 651635; further: nearly all actives have a fitted effect of over 40% in size
ATXN2 expr inh: ATXN2 expression inhibition. Potency, µM (doses to about 57 µM), without a hit: top-dose activity change, negative = inhibition, hits mostly inhibitors. HEK-293 ATXN2-luciferase reporter, luminescence, 24 h. 360,000 tested, 0.72% active; further: on the % scale 0 is the no-effect control and ±100 the full control effect; nearly all actives have a fitted effect of over 55% in size
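ATXN2-luciferase reporter cells (luciferase flanked by upstream and downstream ATXN2 gene portions) were treated 24 h at 37 °C with compounds at up to 57 uM. SteadyGlo luminescence gave expression; GF-AFC fluorescence gave viability.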
TGFb inhibitor: inhibitors of TGF-b signaling; HepG2 CAGA-GFP TGF-b/SMAD3 reporter, GFP fluorescence, 18 h; TGF-beta stimulated, 500 pg/mL final; Potency, µM (series often up to 46.1 µM), inactives show at the top dose activity, negative = inhibition, actives largely listed as inhibitors; 410,000 tested, 1.2% active; further: on the % scale 0 is the no-effect control and ±100 the full control effect; nearly all actives have a fitted effect of over 65% in size
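Inhibition of TGF-beta-driven CAGA-GFP reporter expression in HEPG2 cells is measured by cellular GFP fluorescence after 18 h stimulation with 500 pg/mL recombinant TGF-beta in 1% FBS medium at 37 degrees C.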
A549 viability: counter-screen for Nrf2 inhibitors: cytotoxicity in A549 cells | A549 ARE-Fluc cells, CellTiter-Fluor viability, 18-24 h | Potency, µM (titrated, usually from 46 µM), for inactives: top-dose activity change, negative = cytotoxicity, actives largely listed as inhibitors | 390,000 tested, 0.16% active | AID 504648; further: on the % scale 0 is the no-effect control and ±100 the full control effect
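A549 ARE-Fluc cells in 5% FBS OPTI-MEM, 5000 cells/well, rested 2 h then exposed to compounds in concentration-response for 18-24 h at 37 °C. Viability by CellTiter-Fluor fluorescence (Ex 405/Em 525) after 30 min; luciferase luminescence (BugLite, 15 min, RT) read afterwards.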
Nrf2 ARE act: Nrf2 pathway activation. AREc32 ARE-luciferase reporter (MCF7-derived line), luminescence, 24 h. Potency, µM (highest dose often 46.1 µM), without a hit: at the top dose activation, hits mostly activators. 410,000 tested, 0.31% active. AID 624171; further: % of control where 0% means no effect; nearly all actives have a fitted effect of over 65% in size
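Luminescent ARE reporter assay in AREc32_Fluc cells: overnight plating at 37 deg C, 24 hr compound incubation, Steady-Glo added, 30 min RT before reading.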
MCF10A rereplic: inducers of DNA re-replication in MCF 10A breast cells; Potency, µM (series often up to 46.1 µM), inactives show top-dose activity, positive = re-replication, most hits filed as activators; 350,000 tested, 2.9% active; MCF 10A DNA re-replication, Hoechst nuclear intensity, 48 h; further: % of control where 0% means no effect; nearly all actives have a fitted effect of over 50% in size
Active calls of the source: *; i = inactive; ? = inconclusive; · = not tested or not shown; & = joins results of further samples; [ ] = dose if it differs, or a comment. The call rests on the fitted dose curve; in most records, active means well fitted curve in the direction sought with a large enough effect; inconclusive means small, poorly fitted or top-dose-only effect, or another doubt; inactive means no such curve, though single readings can be large; an effect the other way counts as inactive or inconclusive. Potency means the concentration at half of the fitted maximal effect.

SMILES | HepG2 tox | Nrf2 block | EPAC2 antagonist | S2 tox | ATXN2 expr inh | TGFb inhibitor | A549 viability | Nrf2 ARE act | MCF10A rereplic
CC1=C(C(=O)N(C(C)C)C(C)C)CC(CC(=O)NC(c2ccccc2)c2ccccc2)C(=O)N1CCCN1CCCC1=O (configuration not stated) | -1% | · | -7% | i | 8% | -11% | · | -0.6% | ·
N=c1c2c(ncn1CCN1CCOCC1)Oc1cc(O)ccc1C2c1ccccc1 (configuration not stated) | -9% | -14% | 0% | i | -13% | -3% | 1% | 2.0% | 23%
Cc1ccc(-c2cc(NC=O)c3ncc(-c4cnn(C)c4)n3c2)cc1 | -30% | · | 7% | ? | ? | 2% | · | 16% | ·
CN(CCC#N)C(=O)CC(Cc1ccccc1)C1CCOC(C)(C)C1 (configuration not stated) | -1% | -8% | 2% | i | -9% | 0% | 0% | -0.2% | 2%
CCc1noc(C)c1C(=O)OC(C)C(=O)Nc1ccccc1OC (configuration not stated) | 2% | -5% | -8% | i | -3% | 24% | 1% | 0.0% | -5%
O=C(O)Cc1c(C(=O)O)nnn1-c1cccc(C(F)(F)F)c1 | -18% | 15% | -5% | i | 0% | -1% | 1% | 0.2% | 3%
Cc1ccc(CNCC(O)c2ccccc2)s1 (configuration not stated) | 6% | 7% | 0% | i | 0% | 10% | 0% | 0.0% | 10%
CCC(=O)Oc1ccc(C(=O)Nc2cccc(NC(=O)c3ccco3)c2)cc1 | 1% | -17% | -4% | i | -3% | 7% | 0% | ? | 1%
O=C(Nc1cccc2nsnc12)c1ccc(-c2ccc(Br)cc2)o1 | -30% | 10% | 19% | i | 9% | -15% | 6% | 20% | 15%
CC(c1ccccc1)c1nnc(NC(=O)c2ccc3c(c2)OCO3)s1 (configuration not stated) | -29% | ? | -3% | i | · | -10% | -1% | 0.7% | ?
Cc1[nH]c(=S)c(C#N)c2c1CCCC2 | -1% | -3% | -7% | i | 0% | -3% | 0% | -0.3% | 1%
CC(=O)N1CCc2cc(S(=O)(=O)NC(Cc3ccccc3)C(=O)NCCN3CCCCC3C)ccc21 (configuration not stated) | -28% | 6% | 2% | i | -34% | 16% | 6% | -0.6% | -8%

The last three entries of the part before lead into the next:
SMILES | HepG2 tox | Nrf2 block | EPAC2 antagonist | S2 tox | ATXN2 expr inh | TGFb inhibitor | A549 viability | Nrf2 ARE act | MCF10A rereplic
CC(c1ccccc1)c1nnc(NC(=O)c2ccc3c(c2)OCO3)s1 (configuration not stated) | -29% | ? | -3% | i | · | -10% | -1% | 0.7% | ?
Cc1[nH]c(=S)c(C#N)c2c1CCCC2 | -1% | -3% | -7% | i | 0% | -3% | 0% | -0.3% | 1%
CC(=O)N1CCc2cc(S(=O)(=O)NC(Cc3ccccc3)C(=O)NCCN3CCCCC3C)ccc21 (configuration not stated) | -28% | 6% | 2% | i | -34% | 16% | 6% | -0.6% | -8%
Cc1ncc(CO)c2c1Oc1nc(-c3ccccc3)nc(SCC(=O)N3CCCCC3)c1C2 | -12%&-6% | ? | -15% | 14µM* | -39% | -8%&-4% | -14%&-4% | 0.0%&3.7% | ?
CC(C)(C)C1CCC(=NNC(=O)CC(=O)NCc2ccccc2)CC1 (configuration not stated) | -1% | 5% | 8% | ? | -5% | 7% | -4% | -0.3% | -45%[inhibitor]
CC(=O)Nc1ccccc1OC(C)C(=O)N1CC(C)CC(C)C1 (configuration not stated) | -8% | -7% | 2% | i | 0% | -3% | -12% | 0.3% | 3%
O=C(CN(Cc1ccco1)Cc1cccs1)N1CCN(S(=O)(=O)c2cccc(F)c2)CC1 | -31% | ? | ? | i | -34% | -15% | -4% | 0.3% | -4%
COc1ccc(C(=O)N2CCN(c3ccccc3Cl)CC2)cc1S(=O)(=O)NC1CC1 | -46% | -11% | 25% | ? | · | -4% | 8% | -0.3% | 18%
Cn1c(=O)c2[nH]c(C3CC3)nc2n(C)c1=O | 3% | 2% | 0% | i | 4% | -1% | -2% | -0.2% | -2%
COc1cccc(NC(=O)C2C3C=CC4(O3)C2C(=O)N(C2CC2)C4C(=O)NC2CCCCC2C)c1 (configuration not stated) | -6% | 10% | 1% | i | -5% | 1% | 6% | -0.4% | -2%
Cc1ccc(S(=O)(=O)NC2CCSC2=O)cc1C (configuration not stated) | -5% | 14% | 14% | ? | -2% | -22% | 2% | -0.5% | -2%
CCOc1cccc2cc(C(=O)NCc3ccccc3)c(=N)oc12 | -10% | 0% | -28% | i | · | -2% | 1% | -0.9% | 0%
COc1ccc(C2CC(=O)N(Cc3ccc(F)cc3)c3ccccc3S2)cc1 (configuration not stated) | -43% | ? | · | ? | ? | 16µM* | -4% | -0.9% | ·
OC1(c2ccccc2)C/C(=N\n2cnnc2)C=C1c1ccccc1 (configuration not stated) | 5% | 0% | 10% | i | 4% | 22% | -6% | -0.1% | -6%
CCOc1ccccc1C(=O)NCC(=O)OCCCOC(=O)CNC(=O)c1ccccc1OCC | 1% | 8% | 4% | i | 4% | -19% | -1% | -0.7% | 2%

Structural class: the entries above with a thiophene ring, fused or not
SMILES | HepG2 tox | Nrf2 block | EPAC2 antagonist | S2 tox | ATXN2 expr inh | TGFb inhibitor | A549 viability | Nrf2 ARE act | MCF10A rereplic
Cc1ccc(CNCC(O)c2ccccc2)s1 (configuration not stated) | 6% | 7% | 0% | i | 0% | 10% | 0% | 0.0% | 10%
O=C(CN(Cc1ccco1)Cc1cccs1)N1CCN(S(=O)(=O)c2cccc(F)c2)CC1 | -31% | ? | ? | i | -34% | -15% | -4% | 0.3% | -4%

(cont.)
SMILES | HepG2 tox | Nrf2 block | EPAC2 antagonist | S2 tox | ATXN2 expr inh | TGFb inhibitor | A549 viability | Nrf2 ARE act | MCF10A rereplic
CN(Cc1nc(-c2cccs2)no1)CC1COCCO1 (configuration not stated) | 8% | 5% | 12% | i | 12% | -1% | 7% | -0.1% | 1%
N#CCCCSc1nnc(-c2ccc(Cl)cc2)n1-c1ccccc1 | 4% | 10% | 4% | i | 1% | 21% | 1% | -0.8% | 7%
CCC1CCCCN1C(=O)COc1ccc2c(c1)OCO2 (configuration not stated) | -22% | -1% | 3% | i | 4% | -12% | 10% | -1.4% | 10%
Cc1ccc(/C=C/C(=O)O)cc1S(=O)(=O)NCCCC(=O)O | -2% | 17% | 2% | i | 5% | -5% | -3% | -0.1% | -8%
N/C(=N\OC(=O)c1ccc([N+](=O)[O-])cc1)c1ccccn1 | -1% | ? | -3% | ? | · | 8% | 3% | -0.6% | 2%
COc1cc(/C=N/NC(=O)CN(Cc2ccco2)S(=O)(=O)c2ccccc2)ccc1O | -1% | -18% | 1% | i | 5% | ? | 1% | 3.2% | 0%
O=C(CN1CCOCC1)Nc1cccc(C(F)(F)F)c1 | 12% | 4% | 5% | i | 3% | -4% | 0% | 0.4% | -3%
CCOC(=O)N1CCC(NCCNC(=O)c2ccc(F)c(F)c2)CC1 | -3% | 5% | -6% | i | 14% | 0% | 0% | -0.8% | 15%
Cc1cccc(NC(=O)CSc2nnc(NC(=O)c3ccco3)s2)c1 | 8% | 3% | 5% | i | · | 3% | -8% | 3.0% | ?
c1csc(CSc2nnc3sc4ccccc4n23)c1 | 3% | · | 12% | i | 76%[activator] | -5% | 3% | ? | 0%
COc1ccc(Nc2nc3ccccc3c(=O)s2)c(OC)c1 | 13% | -8% | 3% | ? | 5% | 21% | -9% | -0.6% | -2%
COc1ccc(CNC(=O)COC(=O)C2CCC(C(C)(C)C)CC2)cc1 (configuration not stated) | -32% | 13% | -16% | i | 9% | ? | 5% | 0.1% | ?
Cc1cccc(-c2nc3c4ccccc4n(CC(=O)Nc4cccc(F)c4)c(=O)n3n2)c1 | -30% | · | · | ? | 4% | ? | -8% | 15% | ·
Cc1cccc(C(=O)Nc2nnc(-c3ccncc3)o2)c1 | -17% | 0% | 2% | i | -9% | -2% | -3% | 0.5% | 8%
Nc1nc(NCc2ccccc2)n(-c2ccccc2)n1 | -3% | 1% | -7% | i | 9% | 11% | 6% | 0.0% | -7%
O=C(COC(=O)c1ccc2c(c1)OCCO2)NC1CCCCC1 | 3% | 17% | 2% | i | 10% | 9% | -3% | 0.1% | -4%
COC(=O)c1cc2occc2n1Cc1nc(-c2cccc(Cl)c2)oc1C | -19%&8% | 1%&13% | 3% | i | 2%&9% | 1%&-1% | 0%&2% | 0.7%&0.3% | 1%
O=C(/C=C/c1ccc([N+](=O)[O-])cc1)Nc1cccc(S(=O)(=O)NC2=NCCCCC2)c1 | -1% | 18µM* | 4% | ? | -12% | ? | -19% | 4.0% | 10%
COC(=O)c1cc(C)nc2c1C(=O)C(=O)C=C2N1CCOCC1 | 5µM* | 16µM* | ? | 3.2µM* | 3.5µM* | 4.5µM* | ? | -4.3% | ?
CCNC(=O)COC(=O)C1CCC(=O)N(c2ccc(OC)cc2)C1c1ccc(OC)cc1 (configuration not stated) | 3% | 3% | 5% | ? | 0% | 19% | · | -0.4% | 4%
CNC(=O)c1nn(C)c(=O)[nH]c1=O | -20% | -19% | 9% | i | 3% | 7% | -2% | 0.7% | -32%
COC(=O)c1ccc(Cl)c(NC(=O)NC23CC4CC(CC(C4)C2)C3)c1 | -14% | ? | -2% | i | -14% | 6% | -29% | 0.3% | 8%
CC(=O)Nc1ccc(NC(=O)C(C)OC(=O)c2cccc(S(=O)(=O)N3CCCC3)c2)cc1 (configuration not stated) | 12% | 1% | 7% | i | -4% | 5% | -16% | -0.6% | 1%
O=C(Nc1ccc(F)cc1)C1CCN(c2nc3ccccc3nc2C(F)(F)F)CC1 | -24% | 0% | · | i | 3% | -16% | 0% | -0.8% | ·
COc1ccccc1C(=O)Nc1ccc(C(=O)OCc2cc(=O)n3ccsc3n2)cc1 | -26% | · | · | i | -11% | -3% | 5% | 2.2% | ·
Nc1cc2c(cc1Cl)-c1ccc(Cl)cc1C2 | -13% | ? | -5% | i | 101%[activator] | -19% | -2% | 5.4% | 13%
CCc1nc2c(OCc3ccc(Cl)cc3)cccn2c1N(C)C(=O)C1CC1 | -21% | · | -22% | ? | -36% | -14% | · | 1.1% | ·
NC(=S)N/N=C/c1c[nH]c2ccccc12 | -11% | 1% | -7% | i | · | -17% | 8% | 1.0% | -2%
COc1ccc2oc(=O)c(C(=O)N3CCCC3)cc2c1 | -11% | 7% | -6% | i | 3% | -18% | -1% | -0.3% | -14%

This is a subset. The share of hits here may be higher or lower than overall.
